Bioassay records as filed in PubChem.
Giardia FBPA inh: Giardia lamblia aldolase inhibition. A8B2U2. purified Giardia FBPA. Potency, µM (series often up to 59.6 µM), for inactives: top-dose activity, negative = inhibition, actives largely listed as inhibitors. 0.71% of 290,000 active. AID 2451; also: potency is read from the fitted curve at half-maximal effect; % is scaled to controls: 0 for no effect and ±100 for the full control effect; nearly all actives have a fitted effect of over 55% in size
Target sequence (A8B2U2 whole entry, looked up): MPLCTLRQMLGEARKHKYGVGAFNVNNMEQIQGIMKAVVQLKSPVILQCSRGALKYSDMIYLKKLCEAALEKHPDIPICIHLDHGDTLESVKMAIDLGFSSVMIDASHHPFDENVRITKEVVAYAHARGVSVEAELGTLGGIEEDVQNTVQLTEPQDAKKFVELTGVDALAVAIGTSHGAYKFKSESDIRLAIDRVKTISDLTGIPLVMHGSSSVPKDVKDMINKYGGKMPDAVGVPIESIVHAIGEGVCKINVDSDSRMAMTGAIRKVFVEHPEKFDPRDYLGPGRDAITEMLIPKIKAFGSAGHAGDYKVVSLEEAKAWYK
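Giardia FBPA (40 nM reagent) was preincubated 10 min at RT with compound (up to 57.5 uM final), then substrate plus GAPDH/TPI/NAD/arsenate coupling system with diaphorase/resazurin was added; resorufin fluorescence (525/598 nm) was read after 20 min.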
HCV inh: HCV inhibition; Huh7.5.1 HCVcc-Cre infection, luciferase reporter, 44 h; Potency, µM (doses to about 41.8 µM), for inactives: at the highest dose activity change, negative = inhibition, actives largely listed as inhibitors; 3.4% of 340,000 active; AID 651820; also: potency is read from the fitted curve at half-maximal effect; % is scaled to controls: 0 for no effect and ±100 for the full control effect
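1,000 cells/well; 4 h culture; + compound; + HCVcc-Cre (~0.5 moi); 44 h; luciferase substrate, RT 15 min; read 15 sec.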
Pf growth 96h: P. falciparum growth inhibition at 96 hour, primary screen for plastid delayed-death inhibitors. P. falciparum luciferase reporter growth, 96 h. Potency, µM (doses to about 28.7 µM), for the others: at the top dose activity change, negative = inhibition, most hits filed as inhibitors. 6.9% of 320,000 active; also: potency is read from the fitted curve at half-maximal effect; % is scaled to controls: 0 for no effect and ±100 for the full control effect
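Compounds incubated with erythrocytes infected by luciferase-expressing P. falciparum (2% hematocrit, 0.05% parasitemia final) for 96 hours, 37 C in 5% CO2. Growth inhibition scored as decreased luciferase luminescence.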
Pf growth 48h: inhibits P. falciparum growth in the first generation, 48 h; P. falciparum luciferase growth in erythrocytes, 48 h; Potency, µM (highest dose often 28.7 µM), for the others: top-dose activity change, negative = inhibition, actives largely listed as inhibitors; 5.9% of 310,000 active; AID 504832; also: potency is read from the fitted curve at half-maximal effect; % is scaled to controls: 0 for no effect and ±100 for the full control effect
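Read-out is firefly luciferase luminescence from an integrated reporter in P. falciparum, so falling signal marks reduced parasite growth. Infected erythrocytes were at 2% hematocrit and 0.1% parasitemia (final) in Albumax-supplemented RPMI 1640.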
CHX counter: counter-screen for Shiga toxin inhibitors: cycloheximide protein synthesis inhibition | cell reporter, cycloheximide protein synthesis inhibition counterscreen | max response, % | 12% of 300,000 active | AID 2314; in the data active = max response mostly above about 13%, no sharp cut-off; inactive = mostly below about 14%; also: read at 38.3 µM for the half of the compounds with a filed dose; 0% is about no effect
Shiga inhibitor: blocks Shiga toxin action in Vero cells; Vero cells, Shiga toxin protein synthesis inhibition reporter; inhibition, % at 38.7 µM; 9.2% of 290,000 active; in the data active = inhibition mostly above about 28%, no sharp cut-off; inactive = mostly below about 43%; also: 0% is about no effect
The depositor's hits bear a star; i = inactive; ? = inconclusive; · = not tested or not shown; [ ] = remark or other dose. Unless noted, calls follow the shape of the dose curve; as a rule, active = well fitted curve in the direction sought with a large enough effect; inconclusive = small, poorly fitted or top-dose-only effect, or another doubt; inactive = no such curve, though single readings can be large; an effect the other way counts as inactive or inconclusive.

structure | Giardia FBPA inh | HCV inh | Pf growth 96h | Pf growth 48h | CHX counter | Shiga inhibitor
O=C(O)c1cccc(-c2ccc(/C=N/NC(=O)c3cccnc3)o2)c1 | -17% | 7% | 16% | 32%[activator] | 83* | 171*
Cc1ccccc1N1C(=O)c2ccccc2NC1c1ccncc1 (stereo not drawn) | 0% | 5% | -21% | 1% | -4 | -3
CC(=O)c1ccccc1N(C(=O)Cn1nnc2ccccc21)C(C(=O)NCC1CCCO1)c1ccc(N2CCOCC2)cc1 (stereo not drawn) | 2% | 6% | 11% | ? | 8 | -7
COc1ccc(OCCOC(=O)c2ccc(-n3cnnn3)cc2)cc1 | 1% | 1% | ? | · | -2 | -12
COC(=O)Cn1nc(-c2ccccc2)c2ccccc21 | 0% | -1% | ? | 28% | 5 | 9
COC(=O)Cc1cccc2c(=O)c3ccccc3oc12 | 6% | 0% | 5% | 1% | -3 | 22
CCOCCCNS(=O)(=O)c1ccc(NC(=O)Cc2c(F)cccc2Cl)cc1 | 4% | -10% | 1% | ? | -3 | 21
Cc1ccc(NC(=O)c2sc(C)nc2C)c(C)c1 | -6% | 3% | 28% | 11% | 17* | 36*
Cc1ccc(S(=O)(=O)NCC(=O)NCC2COc3ccccc3O2)cc1C (stereo not drawn) | · | 0% | ? | -6% | · | ·
CC(C)OCCCNC(=O)C1CCN(S(=O)(=O)c2ccc3nc4c(c(C(=O)O)c3c2)CCCCC4)CC1 | -3% | 14% | ? | 1% | -2 | -5
COc1ccc(NC(=O)CSc2nc3[nH]ncc3c(=O)[nH]2)cc1OC | · | 8% | 26% | -25% | · | ·
Cc1cc(NC2CCCC2)n2ncc(-c3ccccc3)c2n1 | -1% | ? | -77% | 32%[activator] | 23* | 17
CCOc1ccccc1NC(=O)C(NCCc1ccc(OC)cc1)c1ccccc1 (stereo not drawn) | · | ? | -6% | 12% | -3 | -15
Cc1ccccc1NC(=O)C(=O)NCc1ccccn1 | -2% | 3% | 45%[activator] | 35%[activator] | 27* | 12
CCN1CC(CNC(=O)c2ccc3nc(Cc4cccc(Cl)c4)oc3c2)CC1=O (stereo not drawn) | 4% | -18% | 33%[activator] | 1% | -1 | -12
O=C(Nc1cccnc1)c1ccc(Cl)c(S(=O)(=O)N2CCCCCC2)c1 | 2% | ? | · | 10µM* | 21* | 55
CCC(=O)N1c2ccc(S(=O)(=O)CCC(=O)NC3CCCC3)cc2CC1C (stereo not drawn) | 2% | 13% | 65%[activator] | 19% | -3 | -13
C/C(=N\NC(=O)C(C)Sc1ccccc1)c1ccc([N+](=O)[O-])cc1 (stereo not drawn) | 5% | ? | 9.3µM* | -11% | -3 | -7
CCOC(=O)c1cc2[nH]c3ccccc3c2[n+](-c2ccc([N+](=O)[O-])cc2)c1N | 1% | 11% | ? | 3.7µM* | -2 | -6
NS(=O)(=O)c1ccc(CCNC(=O)CSc2ccccc2)cc1 | 0% | 14% | 30% | 2% | 1 | -3
O=C(O)CCCC(=O)N1CCN(c2cccc(Cl)c2)CC1 | 12% | 16% | ? | 4% | 10 | 13
CCN(C(=O)CSc1nnnn1-c1ccccc1)c1c(N)n(Cc2ccccc2)c(=O)[nH]c1=O | 1% | 10% | 19% | -14% | -2 | -10
CC(=O)NC1(C(Cl)(Cl)Cl)Oc2ccccc2O1 | -1% | -8% | 162%[activator] | ? | -2 | -20
Cc1ccc(CNC(=O)/C=C/c2c(Cl)cccc2Cl)cc1 | 6% | 14% | 28% | 29% | -5 | -11
Cc1cc(C(=O)N2CCC(Cc3ccccc3)CC2)ccc1[N+](=O)[O-] | 2% | ? | ? | -8% | 1 | -11
O=C(Cn1nc(C(=O)O)c2ccccc2c1=O)Nc1ccc(F)cc1 | 11% | 17% | 50%[activator] | 29% | 6 | -4
O=C(c1ccco1)N1CCN(C(=O)C2c3ccccc3Oc3ccccc32)CC1 | 2% | -7% | · | ? | 12* | 28
Cc1cc2c([nH]c3ccccc32)c2c1OC(C)(C)C=C2 | -22% | -39% | -26% | 141%[activator] | 47* | 87*
Cc1nc(N2CCN(Cc3ccccc3)CC2)nc2c1C(=O)CC(C)C2 (stereo not drawn) | -4% | -22% | · | 0% | 1 | -11
CN(C)C(CNC(=O)C1CCN(C(=O)/C=C/c2ccccc2)CC1)c1ccccc1 (stereo not drawn) | -1% | 17% | -30% | -23% | 38* | 59*
O=C(CCC(=O)Nc1ccc(Br)cc1)N/N=C/c1cc([N+](=O)[O-])ccc1O | 14% | 4% | 22% | ? | -2 | -9
COc1cccc(N=Nc2c(N)[nH]n3c(=O)c4c(nc23)CCCC4)c1 | -9% | ? | ? | 5% | -2 | -15
CC(/C=N/NC(=O)c1c(Br)cnn1C)=C\c1ccccc1 | 2% | 19% | 36%[activator] | 32%[activator] | 25* | 47*
Cc1cc(-c2nnc(-c3ccccc3)c(-c3ccccc3)n2)c(C)o1 | -4% | ? | ? | 13µM* | -4 | -9
Cc1ccc(C)n1-c1ccncc1 | 1% | -13% | 3% | 11% | -6 | -8
O=C(NCc1cccc(Cl)c1)c1ccc2c(c1)SC1=NS(=O)(=O)CCN12 | 0% | -12% | -9% | -3% | -3 | -10
CC(=NCc1ccncc1)C1=C(O)c2ccccc2C1=O | -2% | 13% | · | 57%[activator] | 18* | 76*
CCC(C)Nc1nc(-c2cccc(OC)c2O)nc2ccccc12 (stereo not drawn) | -17% | 2.5µM* | ? | -15% | 2 | -4
COCCN(C(=O)c1ccccc1)c1nnc(-c2cccnc2)s1 | -1% | -15% | ? | 27% | 2 | 19
Cc1ccc(C)c(CSC2=NCCN2C(=O)c2cccs2)c1 | 6% | ? | ? | ? | 1 | -4
CC12CCC(=O)N1C(C(=O)NCCc1ccccc1)CS2 (stereo not drawn) | · | 11% | ? | 4% | -3 | -16
COc1cccc(CNC(=O)c2nnn(CC(=O)Nc3ccc(Br)cc3)c2N)c1 | 10% | ? | 19% | 15% | 8 | -3
CC(C)CN(CC(C)C)S(=O)(=O)N1CCC(C(=O)NCc2ccccn2)CC1 | 3% | 5% | ? | ? | -4 | -29
O=C(OCc1nnc(-c2ccccc2)o1)C12CC3CC(CC(Br)(C3)C1)C2 | -1% | 13% | 125%[activator] | 69%[activator] | 35* | 56*
COC(=O)c1cc(=O)n(Cc2ccc3c(c2)OCO3)c(=Nc2ccc(F)c(Cl)c2)s1 | -14% | 17% | ? | · | -6 | -13
Cc1cccc(C(=O)N2CCCC(N3CCN(c4cccc(Cl)c4)CC3)C2)n1 (stereo not drawn) | · | -20% | -4% | -7% | 21* | 15
CC(O)CN(C)CC/C=C1/c2ccccc2CSc2ccccc21 (stereo not drawn) | 10% | ? | ? | ? | -4 | -27
COC(=O)[C@@H](NC(=O)c1ccccc1)[C@@H](C)O | 5% | 30% | ? | 9% | 1 | 10
O=C(CN1CCN(Cc2ccc(Cl)cc2)CC1)N/N=C/c1cccc(F)c1 | -14% | -30% | 5% | -2% | 2 | -2
CC[C@@H]1C(c2cccc(C)c2)=NN(c2ccccc2)[C@H]1C(=O)N1CCOC1=O | -11%[89.2 µM] | -23%[8.37 µM] | · | · | 16 | i
Cc1cccc(NC(=O)C2C3CCCCC32)c1 (stereo not drawn) | -4% | 5% | 0.19µM* | -5% | 32* | 25*
O=C(O)CCn1cc(/C=C2\NC(=S)N(c3ccccc3)C2=O)c(-c2ccc(Br)cc2)n1 | -12% | -17% | -4% | 12% | 9 | -5
COc1ccc(CN2CCNC(=O)C2CC(=O)N(C)Cc2cc(C)no2)cc1OC (stereo not drawn) | · | · | 48%[activator] | 16% | -3 | -12
O=C(CC(C(=O)O)c1ccc(F)cc1)c1ccc(Cl)cc1 (stereo not drawn) | 17% | 21% | 0% | 1%[0.00184 µM] | 1 | -3
CC(c1ccccc1)N1C(=O)c2ccccc2C1(O)Cc1ccccc1 (stereo not drawn) | -2% | -20% | -18% | -22% | 4 | -14
O=[N+]([O-])c1c(Nc2ccccn2)cc(Cl)c2nonc12 | 0.45µM* | ? | 13% | -2% | 1 | -2
CCN(Cc1ccc(OC)c(F)c1)C(=O)CCl | 0% | ? | ? | ? | 8 | 5
CC(C)c1nc2ccccc2n1CC(O)COC1CCCCC1 (stereo not drawn) | 1% | ? | -14% | -16% | -1 | -10
Cc1ccc(NC(=O)C(C)OC(=O)Cc2c[nH]c3ccccc23)cc1 (stereo not drawn) | · | 7%[8.37 µM] | -2% | 2% | · | ·
Cc1ccc(C(=O)NC2CCCCCC2)cc1S(=O)(=O)N1CCOCC1 | · | · | -20% | -27% | 28* | 30

Next section, starting with the last 6 of the part before.
structure | Giardia FBPA inh | HCV inh | Pf growth 96h | Pf growth 48h | CHX counter | Shiga inhibitor
CC(c1ccccc1)N1C(=O)c2ccccc2C1(O)Cc1ccccc1 (stereo not drawn) | -2% | -20% | -18% | -22% | 4 | -14
O=[N+]([O-])c1c(Nc2ccccn2)cc(Cl)c2nonc12 | 0.45µM* | ? | 13% | -2% | 1 | -2
CCN(Cc1ccc(OC)c(F)c1)C(=O)CCl | 0% | ? | ? | ? | 8 | 5
CC(C)c1nc2ccccc2n1CC(O)COC1CCCCC1 (stereo not drawn) | 1% | ? | -14% | -16% | -1 | -10
Cc1ccc(NC(=O)C(C)OC(=O)Cc2c[nH]c3ccccc23)cc1 (stereo not drawn) | · | 7%[8.37 µM] | -2% | 2% | · | ·
Cc1ccc(C(=O)NC2CCCCCC2)cc1S(=O)(=O)N1CCOCC1 | · | · | -20% | -27% | 28* | 30
C/C(=N\NC(=O)c1c[nH]c2ccccc12)c1ccco1 | -10% | -5% | -32% | · | 71* | 61*
COc1ccc(OC)c(Cc2nnc(CCC(=O)N3CCCCCC3)o2)c1 | ? | 23% | 25% | 13% | -3 | -11
CNC(=O)/C(C#N)=C/c1c(N2CCCCCC2)nc2c(C)cccn2c1=O | 6% | 4% | ? | ? | -7 | -10
O=C(CP(=O)(c1ccccc1)c1ccccc1)Nc1nc2ccc(Cl)cc2s1 | -12% | ? | -4% | ? | -1 | 7
CCN(CCO)C1CC(=O)N(c2ccccc2C)C1=O (stereo not drawn) | -14% | 6% | 122%[activator] | 30%[activator] | -2 | -1
Cc1ccc(C(C)NC(=S)NC2CCCCC2)cc1C (stereo not drawn) | -1% | · | 10µM* | 10µM* | -3 | 8
O=c1c(/C=N/O)coc2ccc(Cl)cc12 | 9% | -8% | 20% | 19% | 1 | -3
Cc1cc(C)c(NC(=O)CC(C)(C)C)c(Cl)c1 | -3% | 6% | ? | ? | 10 | 8
COc1ccc(C(=O)/C=C/c2cc(OC)c(O)c(OC)c2)c(F)c1 | ? | 13µM* | ? | -7% | 6 | 9
CC1CN(C(=O)COC(=O)c2c(Cl)cccc2Cl)CC(C)O1 (stereo not drawn) | 4% | -12% | ? | 7% | 6 | -13
COCCN(C(=O)Nc1ccc(OC)cc1)c1nc2ccccc2s1 | -8% | ? | 37%[activator] | 8% | 18* | 42*
COc1ccccc1N1CCN(C(=O)c2cccc(C(=O)N3CCN(c4ccccc4OC)CC3)c2)CC1 | 1% | ? | 9% | ? | -1 | -8
O=C(NCCCN1CCOCC1)C(Sc1ccccc1)c1ccccc1 (stereo not drawn) | 1% | 7% | 7.4µM* | -10% | 1 | -2
Cc1ccc(N(CC(=O)N/N=C/c2ccc(OC3CSC3)cc2)S(=O)(=O)c2ccccc2)cc1 | 12% | ? | -1% | ? | -1 | -4
C[C@H](NC(=O)c1nc[nH]c1C(=O)NC1CCN(C(=O)OC(C)(C)C)CC1)C(=O)OC(C)(C)C | ? | 1%[8.37 µM] | ? | -10% | 3 | -9
CCOC(=O)COc1c(/C=N\O)cc(Cl)cc1OC | -1% | 22% | 23% | 6% | 6 | 16
